Screening results: PubChem, National Center for Advancing Translational Sciences (NCATS)
p53null 39C kill: qHTS Screen for Compounds that Selectively Target Cancer Cells with p53 Mutations: Cytotoxicity of p53 Null Cells at the Nonpermissive Temperature | Potency, µM (top dose mostly 46.1 µM), inactives show top-dose activity, negative = cell killing, most hits filed as cytotoxic | hit rate 0.97% among 55,000 | H1299 p53-null (neo) cells, 39C, ATPlite viability, 24 h | AID 904, 2007;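 also: potency is read from the fitted curve at half-maximal effect; 0% = DMSO only and -100% = full killing by 100 µM tamoxifen; nearly all actives have a fitted effect of over 50% in size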
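Temperature-shift cytotoxicity format: compound titrations on p53-null or A138V-expressing H1299 cells held 24 hr at 39C, cell ATP then measured, AC50 from Hill model.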
FH mod: Identification of activators of human fumarate hydratase by quantitative high-throughput screening; Fumarate hydratase, mitochondrial (Homo sapiens), P07954; AID 1347055, 2019; FH coupled MDH/diaphorase resazurin fluorescence, 15 min; hit rate 0.22% among 54,000; Potency, µM (top dose mostly 79.9 µM), for inactives: at the highest dose activity change, negative = inhibition, usual class: inhibitors; also: potency is read from the fitted curve at half-maximal effect; % is scaled to controls: 0 for no effect and ±100 for the full control effect; the screen sought activators but most active calls are inhibition curves; nearly all actives have a fitted effect of over 45% in size
PTAP-TSG101 blk: qHTS Validation Assay for Inhibitors of HIV-1 Budding by Blocking the Interaction of PTAP/TSG101: Sytravon Library Screen | Tumor susceptibility gene 101 protein (Homo sapiens), Q99816 | Fluorescence polarization, FITC-PTAP peptide/Tsg101, 20 min | Potency, µM (series often up to 115 µM), without a hit: top-dose activity change, negative = inhibition, usual class: inhibitors | 44,000 tested, under 10 active; also: potency is read from the fitted curve at half-maximal effect; 0% is about no effect
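Read-out is FITC fluorescence polarization. Compounds were added to Tsg101 binding domain (10 uM final), then FITC-PTAP peptide (50 nM final), 20 min at r.t. Total S+P intensity flags fluorescent compounds.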
p53null 32C tox: qHTS Screen for Compounds that Selectively Target Cancer Cells with p53 Mutations: Cytotoxicity of p53 Null Cells at the Permissive Temperature; AID 903, 2007; Potency, µM (titrated, usually from 46.1 µM), inactives show top-dose activity change, negative = cytotoxicity, most hits filed as cytotoxic; H1299-neo p53 null cells, ATP luminescence, 24 h, 32C; hit rate 0.62% among 55,000;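 also: potency is read from the fitted curve at half-maximal effect; 0% = DMSO only and -100% = full killing by 100 µM tamoxifen; nearly all actives have a fitted effect of over 55% in size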
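ATP-content luminescence in p53-null H1299-neo cells after 24 h compound exposure (up to 46 uM) at 32C permissive temperature; 0% and 100% killing set by DMSO and 100 uM tamoxifen; Hill-equation AC50.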
B2AR arrestin ag: qHTS assay of beta-arrestin-biased ligands of beta2-adrenergic receptor: NCGC Sytravon Library Screen | HTLA Tango cells, beta-arrestin recruitment, luciferase luminescence, 18 h | Potency, µM (titrated, usually from 46.1 µM), inactives show at the highest dose activation, most hits filed as activators | 44,000 tested, under 10 active;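 also: potency is read from the fitted curve at half-maximal effect; 0% = DMSO and full agonism = EC100 isoproterenol or metaproterenol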
Target sequence (P07550 whole entry, looked up): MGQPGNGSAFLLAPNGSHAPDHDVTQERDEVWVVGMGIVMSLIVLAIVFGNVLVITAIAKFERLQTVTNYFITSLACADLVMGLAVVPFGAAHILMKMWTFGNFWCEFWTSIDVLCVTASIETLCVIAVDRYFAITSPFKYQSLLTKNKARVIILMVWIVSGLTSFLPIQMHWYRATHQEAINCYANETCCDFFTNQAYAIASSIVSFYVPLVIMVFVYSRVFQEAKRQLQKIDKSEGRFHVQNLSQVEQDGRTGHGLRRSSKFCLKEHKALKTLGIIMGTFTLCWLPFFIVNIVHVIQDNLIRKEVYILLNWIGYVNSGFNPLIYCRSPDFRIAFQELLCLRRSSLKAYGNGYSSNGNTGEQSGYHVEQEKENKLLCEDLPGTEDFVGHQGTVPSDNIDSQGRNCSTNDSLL
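Ligand-induced beta-arrestin recruitment to recombinant beta2-AR is measured via a tTA-driven luciferase reporter in Tango cells after 18 hr compound exposure at 37 degrees C. Concentrations span up to 46 microM.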
NTMT1 inhibitor: Primary qHTS for Inhibitors of N-terminal methyltransferase 1 (NTMT1): MTaseGlo Assay; NTMT1 MTase-Glo SAH luminescence, purified enzyme; Potency, µM (highest dose often 114 µM), for inactives: top-dose activity change, negative = inhibition, actives largely listed as inhibitors; N-terminal Xaa-Pro-Lys N-methyltransferase 1 (Homo sapiens), Q9BV86; hit rate 2.5% among 59,000;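 also: potency is read from the fitted curve at half-maximal effect; plate controls were DMSO vehicle for no effect and no enzyme for full effect; nearly all actives have a fitted effect of over 65% in size; many of its hits are not listed in these tables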
Target sequence (Q9BV86 whole entry, looked up): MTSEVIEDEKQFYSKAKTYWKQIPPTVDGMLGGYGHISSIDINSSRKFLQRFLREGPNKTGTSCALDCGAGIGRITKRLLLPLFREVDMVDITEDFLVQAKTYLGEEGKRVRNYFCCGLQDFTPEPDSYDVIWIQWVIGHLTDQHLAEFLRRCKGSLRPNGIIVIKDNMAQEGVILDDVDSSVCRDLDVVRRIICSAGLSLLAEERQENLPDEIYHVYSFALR
GALK inh: qHTS Assay for Inhibitors of Human Galactokinase (GALK): NCGC Sytravon Library Screen; P51570; recombinant GALK, Kinase-Glo ATP luminescence, 1 h; Potency, µM (doses to about 57.5 µM), for the others: at the top dose activity, negative = inhibition, usual class: inhibitors; 44,000 tested, under 10 active;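 also: plate controls were full GALK reaction for no effect and reaction lacking GALK for full effect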
Target sequence (P51570 whole entry, looked up): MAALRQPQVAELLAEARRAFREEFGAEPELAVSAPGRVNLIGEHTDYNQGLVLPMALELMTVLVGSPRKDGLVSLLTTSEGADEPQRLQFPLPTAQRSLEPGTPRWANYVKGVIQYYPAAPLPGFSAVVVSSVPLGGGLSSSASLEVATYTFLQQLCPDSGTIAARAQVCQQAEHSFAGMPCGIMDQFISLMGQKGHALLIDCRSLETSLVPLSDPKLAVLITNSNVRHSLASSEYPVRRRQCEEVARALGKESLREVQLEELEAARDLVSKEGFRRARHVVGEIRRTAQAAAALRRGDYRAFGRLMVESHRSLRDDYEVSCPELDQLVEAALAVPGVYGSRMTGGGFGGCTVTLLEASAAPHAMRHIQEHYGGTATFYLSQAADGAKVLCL
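Compounds were pinned into ATP buffer, then GALK-galactose mix was added (final 5 nM enzyme, 35 uM ATP, 100 uM galactose, pH 8.0). After 1 h at room temperature, Kinase-Glo Plus was added and luminescence read.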
The depositor's hits bear a star; ? = inconclusive; / = no result given; [ ] = remark or other dose. Calls follow the shape of the dose curve; as a rule, active = well fitted curve in the direction sought with a large enough effect; inconclusive = small, poorly fitted or top-dose-only effect, or another doubt; inactive = no such curve, though single readings can be large; an effect the other way counts as inactive or inconclusive. These rows are one share of the data; rates above refer to the full screens.

Value order – p53null 39C kill	FH mod	PTAP-TSG101 blk	p53null 32C tox	B2AR arrestin ag	NTMT1 inhibitor	GALK inh
COc1ccc(C)cc1NC(=O)CN1CCN(CC(=O)Nc2ccccc2F)CC1
 : 15%	0%	-2%	-6%	-1%	-3%	1%
O=C1c2[nH]nc(-c3ccccc3O)c2C(c2ccc(F)cc2)N1CCO (stereo unspecified)
 : -12%	10%	-1%	-3%	0%	8%	5%
COc1cccc(C(=O)Nc2nnc(S(=O)(=O)N3CCCc4ccccc43)s2)c1
 : 9%	-14%	0%	3%	1%	7%	0%
COc1cc(C2c3c(-c4ccccc4O)n[nH]c3C(=O)N2CCO)ccc1OCC(C)C (stereo unspecified)
 : 17%	-15%	1%	9%	8%	9%	4%
O=C(O)c1ccc(NCc2nc3ccccc3n2CCOc2ccccc2Cl)cc1
 : -8%	-1%	-2%	-7%	-2%	-30%	6%
COc1cccc(NC(=O)C2CCN(S(=O)(=O)c3cc(-c4noc(C)n4)ccc3C)CC2)c1
 : 10%	-26%	3%	7%	-3%	15%	-2%
Cc1ccccc1NC(=O)C(=O)NCC(c1ccc2c(c1)OCO2)N1CCN(c2ccccc2)CC1 (stereo unspecified)
 : -4%	-18%	-8%	-6%	0%	6%	0%
Cc1ccc(CNCc2ccc3c(c2)n(C)c(=O)n3C)cc1
 : 9%	22%	-5%	-5%	-4%	0%	5%
Cc1ccc(NC(=O)CSc2nccn2Cc2ccco2)cc1Cl
 : 41%[activator]	-15%	-4%	0%	0%	-25%	1%
CCC(Oc1ccccc1)C(=O)Nc1cccc(OCc2cc(=O)n3cccc(C)c3n2)c1 (stereo unspecified)
 : 16%	-20%	0%	6%	0%	?	1%
CCc1ccccc1NS(=O)(=O)c1ccc(OC)c2ncccc12
 : 11%	-20%	0%	-8%	0%	89µM*	1%
Cc1ccc(-n2c3c(cc(-c4nc(-c5ccc(Cl)cc5)cs4)c2=O)C(=O)CC(C)(C)C3)cc1
 : -2%	-5%	0%	5%	1%	-1%	8%
CC(=O)c1cccc(NS(=O)(=O)c2cc(-c3onc(C)c3C)ccc2C)c1
 : -6%	-13%	-7%	13%	0%	?	0%
O=C(CC(c1cccs1)N1Cc2ccccc2C1=O)Nc1ccc(F)cc1 (stereo unspecified)
 : -2%	-13%	0%	4%	0%	14%	2%
Cc1oc(-c2cccc(Cl)c2)nc1Cn1c(SCc2ccc(F)cc2)nc2cccnc21
 : -14%	-25%	0%	-2%	1%	12%	3%
COc1ccc(C)cc1NC(=O)c1cn(C)c(=O)c2cc(OC)c(OC)cc12
 : /	-4%	-6%	/	0%	-6%	8%
Cc1ccsc1CN1CCc2nc(N3CCN(c4ccccc4F)CC3)ncc2C1
 : -2%	1%	-2%	-6%	-1%	-3%	4%
Cc1ccc(CN(Cc2ccco2)C(=O)c2ccc(OCC(C)C)cc2)cc1
 : 46%[activator]	-22%	0%	25%	0%	10%	5%
COc1ccc(S(=O)(=O)c2nnn(-c3cc(Cl)c(OC)cc3OC)c2C)cc1
 : -16%	-19%	0%	3%	0%	7%	7%
CCOC(=O)c1c(C)oc2nc(C)nc(NCCc3ccc(OCC)cc3)c12
 : 10%	-21%	0%	-4%	1%	7%	2%
CCc1nnc(SCc2nc(-c3ccccc3F)oc2C)c2cc3sccc3n12
 : -5%	-6%	-1%	-4%	?	8%	0%
O=C(CSc1ncc(-c2ccc(Cl)cc2)[nH]1)Nc1ccccc1F
 : -15%	-15%	2%	-9%	0%	-1%	4%
Cc1ccc2c(c1)nc(SCC(O)c1ccc(Br)cc1)n2C (stereo unspecified)
 : -11%	-15%	-8%	-2%	-3%	-1%	1%
O=c1c2sc3ccccc3c2n(Cc2ccccc2Cl)c(=O)n1Cc1ccccc1
 : 30%[activator]	2%	-2%	4%	-2%	8%	3%
CCN(CC)C(=O)Cn1c(SCC(=O)Nc2ccc(C)c(C)c2)nc2ccccc21
 : ?	-21%	-6%	-8%	0%	-8%	3%
O=S(=O)(c1ccc2nc(Nc3ccc(Br)cc3F)ccc2c1)N1CCCCC1
 : 5%	-8%	-5%	-11%	2%	8%	-2%
COc1cccc(NC(=O)Cn2c(=O)n(Cc3nc(-c4ccccc4)no3)c(=O)c3ccccc32)c1
 : 2%	?	-1%	-10%	-1%	19%	-3%
Cc1cc(C)cc(Oc2c(C(F)(F)F)oc3c(CN4CCCC(C)C4)c(O)ccc3c2=O)c1 (stereo unspecified)
 : -19%	-11%	-1%	-7%	1%	-24%	2%
COc1cc(OC)c(NC(=O)c2c(C)nn(-c3ccc(C)cc3)c2-n2cccc2)cc1Cl
 : 15%	-18%	-4%	20%	4%	16%	1%
COc1ccc(NC(=O)c2c(C)oc3ccc(O)c(CN4CCCC(C)C4)c23)cc1 (stereo unspecified)
 : -13%	/	-1%	-5%	-1%	/	5%

Carrying on:
Value order – p53null 39C kill	FH mod	PTAP-TSG101 blk	p53null 32C tox	B2AR arrestin ag	NTMT1 inhibitor	GALK inh
CCOc1ccc(S(=O)(=O)N2Cc3ccccc3CC2C(=O)Nc2ccc(NC(C)=O)cc2)cc1 (stereo unspecified)
 : 7%	-15%	-18%	0%[9.22 µM]	1%	9%	?
Cc1ccc(-n2c3nc(=O)n(C)c(=O)c-3cc3c(Cl)cccc32)c(C)c1
 : -5%	21%	-2%	6%	1%	?	6%
CCC(C(=O)Nc1cc(F)ccc1F)n1nc(C)c2c(C)n(-c3ccc(C)cc3)nc2c1=O (stereo unspecified)
 : 44%[activator]	-14%	-1%	29%	10%	1%	1%
COc1ccc(C2CC(=O)N(CC(=O)Nc3ccc(C(C)=O)cc3)c3ccccc3S2)cc1OC (stereo unspecified)
 : ?	?	-3%	?	0%	0%	6%
O=C(NCCCN1CCN(c2cccc(Cl)c2)CC1)c1cnn(-c2ccc(F)cc2)c1-n1cccc1
 : 22µM*	?	1%	13%	0%	-3%	-3%
CN1C(=O)c2cccc3c(S(=O)(=O)Nc4cccc(C(=O)O)c4)ccc1c23
 : 11%	?	-5%	0%	0%	6%	3%
CCC(Sc1ncnc2sc3c(c12)CCCC3)C(=O)OC(C)C (stereo unspecified)
 : 17%	6%	2%	11%	1%	-16%	0%
CCOC(=O)Cc1ccc(NC(=O)N2CCc3c(sc4c3CCCC4)C2c2ccc(F)cc2)cc1 (stereo unspecified)
 : 7%	-10%	-4%	2%	0%	?	0%
Cn1cc(C(=O)N2CCN(c3ccccc3)CC2)c(=O)c2cc(S(=O)(=O)N3CCCC3)ccc21
 : -10%	-7%	-6%	0%	1%	-8%	-1%
CC(=O)N1CCCc2cc(S(=O)(=O)NCc3cccc(C)c3)ccc21
 : 8%	-1%	-9%	-4%	-1%	12%	-1%
COc1ccc(NC(=O)C(C)n2nc(-c3ccc(C)c(C)c3)ccc2=O)cc1OC (stereo unspecified)
 : -16%	-24%	0%	8%	-2%	?	2%
O=C(CSc1ncc2c(n1)-c1ccccc1N(Cc1ccc(Cl)cc1)S2(=O)=O)c1ccc(Cl)cc1
 : -7%	-4%	-10%	2%	-1%	2%	-2%
O=C(Cn1ncc2c(Cl)cccc21)NCc1cccc(F)c1
 : -8%	-5%	0%	-5%	10%	7%	2%
CN(C(=O)c1cnc(N2CCOCC2)c2ccccc12)c1ccccc1F
 : 22%	-3%	-3%	4%	1%	12%	-1%
CC(=O)c1cccc(-n2c(=O)c3c4c(sc3n(Cc3cccc(C)c3)c2=O)CN(C(C)=O)CC4)c1
 : -10%	-14%	1%	-4%	1%	-3%	5%
COc1cccc(CNC(=O)c2cccc(-n3c(C)nc4cccnc43)c2)c1OC
 : 11%	-4%	0%	-3%	2%	5%	-1%
CCOc1ccc(CNC(=O)C2CCN(S(=O)(=O)c3cn(C)cn3)CC2)cc1
 : 3%	18%	-2%	9%	1%	8%	-2%
COc1cc(C2CC(=O)N(Cc3cccc(F)c3)c3ccccc3S2)cc(OC)c1OC (stereo unspecified)
 : 5%	-16%	-2%	-24%	0%	8%	1%
Cc1ccc(CNC(=O)CCCn2c(=O)c3ccccc3n(Cc3ccc(Cl)cc3)c2=O)cc1
 : -12%	0%	-1%	2%	1%	-7%	2%
CCc1ccc(-n2c(=O)c3cccnc3n2CC(=O)NCc2ccc(F)cc2)cc1
 : ?	-27%	1%	-2%	-1%	-5%	-1%
CC(C)c1ccc(OCC(=O)Nc2c(Cl)ccc3nsnc23)cc1
 : -8%	-17%	-6%	-18%	0%	?	8%
Cc1ccccc1OCc1ccc(-c2nc(C#N)c(N3CCCCC3)o2)o1
 : 18%	-11%	-2%	-10%	-4%	-10%	3%
Cc1cc(F)ccc1NC(=O)CCn1nc(C)c(S(=O)(=O)N2CCCCC2)c1C
 : 2%	9%	-7%	-11%	-1%	11%	2%
COc1ccc(NCc2cc3ccc(OC)cc3n(CC(=O)Nc3cccc(OC)c3)c2=O)cc1
 : -3%	-18%	-1%	0%	-1%	11%	0%
COc1ccc(C(=O)Nc2ccccc2-c2nc3ccccc3s2)c(OC)c1
 : 14%	-19%	1%	-7%	0%	10%	2%
CCOc1ccc(CNC(=O)c2cnc3sc(N4CCOCC4)nn3c2=O)cc1
 : 11%	12%	0%	3%	1%	-9%	0%

Profiles, looked up by structure. Screens in order: p53null 39C kill	FH mod	PTAP-TSG101 blk	p53null 32C tox	B2AR arrestin ag	NTMT1 inhibitor	GALK inh
Results for `Cc1ccccc1OCc1ccc(-c2nc(C#N)c(N3CCCCC3)o2)o1` → 18%	-11%	-2%	-10%	-4%	-10%	3%
Results for `CCC(Sc1ncnc2sc3c(c12)CCCC3)C(=O)OC(C)C` (stereo unspecified) → 17%	6%	2%	11%	1%	-16%	0%
Results for `CN1C(=O)c2cccc3c(S(=O)(=O)Nc4cccc(C(=O)O)c4)ccc1c23` → 11%	?	-5%	0%	0%	6%	3%
